Screening results from PubChem.
AID2073: inhibitors of Mint1-CaV2.2 protein interaction, biochemical, HTRF (AID 2073) | HTRF protein-protein interaction, Mint1-CaV2.2; higher % means a stronger effect | one-dose inhibition, % at 20 µM; IC50 in µM for titrated hits | 290,000 compounds, 0.19% hits; in the data active = inhibition mostly above about 51%, no sharp cut-off; inconclusive = no clear call, values can overlap the other calls; inactive = mostly below about 53%; also: some results filed as inactive read as strong as hits
M1AAP inhibition: P. falciparum M1AAP inhibitors, biochemical, fluorogenic H-Leu-NHMec substrate, 1536-well (AID 1445) | one-dose inhibition, % at 30 µM; IC50 in µM for titrated hits | recombinant M1AAP, H-Leu-NHMec fluorogenic kinetic assay; higher % means a stronger effect | Aminopeptidase N (Plasmodium falciparum (isolate 3D7)) | 220,000 compounds, 0.42% hits;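 active = primary inhibition above the hit cutoff, then over 50% inhibition at one or more dose response concentrations, cut at about 23% in these data, passing the limit was not always enough; inconclusive = conflicting primary data, or primary hits not chosen for dose response; inactive = low primary inhibition, or under 50% at every dose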;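 also: plate controls were DMSO full reaction for no effect and no enzyme background for full effect; strong numbers were not always called active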
LYP phosphatase: inhibitors of LYP phosphatase, biochemical, fluorescence intensity, uHTS (AID 1779) | 290,000 compounds, 0.054% hits | Tyrosine-protein phosphatase non-receptor type 22 (Homo sapiens) | one-dose inhibition, % at 11.5 µM; IC50 in µM for titrated hits | recombinant LYP phosphatase, fluorescence intensity; higher % means a stronger effect;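 also: plate controls were vehicle with enzyme for no effect and no enzyme for full effect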
Dynein transport: inhibitors of GR-EGFP nuclear translocation, primary screen, dynein cargo transport inhibitor project, imaging, high-content, 3617.4 mouse cells | test concentration mostly 20 µM; stimulated with dexamethasone, 1 µM; hits give low values | 220,000 compounds, 0.47% hits | z-score, hits read low | AID 1381, 2008;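 active = plate z-score of nuclear minus cytoplasmic receptor signal below a set negative limit, without overly bright fluorescence or cell loss, cut at about -3.5 in these data, passing the limit was not always enough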;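 also: z-score of nuclear minus cytoplasmic ring GR-EGFP intensity difference per well; some compounds called inactive have numbers as strong as hits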
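Buffer or medium: Induction medium lacking tetracycline, stripped serum | Also added: Dexamethasone agonist, 1.0 µM final, for 30 min | Timing: 48 h induction, 1 h compound, 30 min dex at 37 °C | Detection: Formaldehyde fixation, Hoechst nuclear stain, 10x automated fluorescence imaging | Measure: Nuclear versus cytoplasmic GR-EGFP signal, averaged per well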
PMI inhibition: human PMI inhibitors, high substrate, primary screen, biochemical, fluorescence intensity, high mannose 6-phosphate (AID 1220); Mannose-6-phosphate isomerase (Homo sapiens); recombinant PMI enzyme, coupled fluorescence intensity; higher % means a stronger effect; one-dose inhibition, % at 20 µM; IC50 in µM for titrated hits; 190,000 compounds, 0.66% hits
XIAP antagonists: XIAP antagonists, biochemical, IAP family, fluorescence polarization (AID 1018) | E3 ubiquitin-protein ligase XIAP (Homo sapiens) | XIAP BIR domain, fluorescence polarization peptide displacement; higher % means a stronger effect | one-dose displacement, % at 20 µM; IC50 in µM for titrated hits | 200,000 compounds, 0.007% hits; in the data active = displacement above about 50%; also: a part of the inactive calls stands beside numbers as strong as those of hits
PMI inhibitors: inhibitors of human PMI, primary screen, biochemical, fluorescence intensity, coupled assay (AID 1209). Mannose-6-phosphate isomerase (Homo sapiens). purified PMI enzyme, coupled fluorescence intensity; higher % means a stronger effect. one-dose inhibition, % at 20 µM; IC50 in µM for titrated hits. 190,000 compounds, 0.42% hits;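 also: plate controls were DMSO vehicle for no effect and wells lacking substrate for full effect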
P. falciparum M17LAP: P. falciparum M17LAP inhibitors, primary screen, biochemical, fluorogenic H-Leu-NHMec substrate, 1536-well (AID 1619). Leucine aminopeptidase (Plasmodium falciparum (isolate 3D7)). recombinant M17LAP, H-Leu-NHMec fluorogenic kinetic assay; higher % means a stronger effect. inhibition, % at 30 µM, or IC50 in µM where a hit was titrated. 220,000 compounds, 0.38% hits;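 active = compound inhibiting the enzyme by more than half at any dose during confirmatory dose-response retesting; inconclusive = strong single-dose inhibitors picked by rank but not retested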;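 also: plate controls were full reaction with DMSO carrier for no effect and no enzyme background for full effect; strong numbers were not always called active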
SIAH1 antagonists: Siah-1 peptide-binding antagonists, primary screen, biochemical, fluorescence polarization, rhodamine-plectin, uHTS (AID 1817); displacement, % at 20 µM; hits with a dose series show IC50 in µM; E3 ubiquitin-protein ligase SIAH1 (Homo sapiens); Siah-1 / rhodamine-plectin peptide fluorescence polarization; higher % means a stronger effect; 290,000 compounds, 0.02% hits;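 active = displacement of at least 50% at 20 µM, with a fluorescence ratio check between 0.3 and a set limit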;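 also: plate controls were Siah plus tracer with DMSO for no effect and tracer alone without Siah for full effect; strong numbers were not always called active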
Dynein transport cytoplasmic EGFP: second read-out of Dynein transport, no call of its own (marks repeat the call); z-score; measured here: cytoplasmic GR-EGFP intensity; hits give high values
Dynein transport nuclear GR-EGFP: further read-out of Dynein transport, marked with its call; z-score; measured here: nuclear GR-EGFP intensity;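 lower value marks the stronger effect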
Dynein transport cell count: also measured in Dynein transport; calls as there; z-score; measured here: cell count per field
An asterisk follows results filed as active; ? = inconclusive; . = not tested or not shown. Rule as the data show it, unless noted: active = inhibition above about 50%; inactive = the rest.

Sample of the layout, 2 compounds:
SMILES	AID2073	M1AAP inhibition	LYP phosphatase	Dynein transport	Dynein transport cytoplasmic EGFP	Dynein transport nuclear GR-EGFP	Dynein transport cell count	PMI inhibition	XIAP antagonists	PMI inhibitors	P. falciparum M17LAP	SIAH1 antagonists
COc1cccc(N2CCN(Cc3nc4ccccc4c(=O)[nH]3)CC2)c1	-5%	10%	1%	0.89	-0.16	0.75	1.4	8%	0.0%	10%	1%	3%
C=CCN=C(CC)C1=C(O)CCCC1=O	-2%	-1%	-3%	-0.45	-0.21	-0.22	0.4	10%	-0.5%	7%	-7%	-3%

This part in full, from the first entry:
SMILES	AID2073	M1AAP inhibition	LYP phosphatase	Dynein transport	Dynein transport cytoplasmic EGFP	Dynein transport nuclear GR-EGFP	Dynein transport cell count	PMI inhibition	XIAP antagonists	PMI inhibitors	P. falciparum M17LAP	SIAH1 antagonists
COc1cccc(N2CCN(Cc3nc4ccccc4c(=O)[nH]3)CC2)c1	-5%	10%	1%	0.89	-0.16	0.75	1.4	8%	0.0%	10%	1%	3%
C=CCN=C(CC)C1=C(O)CCCC1=O	-2%	-1%	-3%	-0.45	-0.21	-0.22	0.4	10%	-0.5%	7%	-7%	-3%
COCCn1c(=S)[nH]c2cc(C(=O)NCCCN3CCOCC3)ccc2c1=O	-53%	4%	-5%	1	-0.26	0.79	0.18	-1%	-5.3%	4%	12%	-1%
CCOC(=O)c1sc(=NC(=O)C2CC2)n(C)c1C	10%	10%	-6%	0.58	-0.16	0.42	-0.51	4%	-7.1%	9%	17%	2%
COC(=O)c1ccc(/C=N/NC(=O)CC(=O)NC(C)C)cc1	3%	-3%	-9%	-0.41	-0.067	-0.29	0.12	-1%	-2.0%	-2%	-6%	-2%
O=C(OCc1ccc(Cl)cc1)c1ccccc1C(=O)c1ccccc1	-1%	3%	2%	-0.29	-0.22	-0.31	0.44	11%	-23%	17%	-7%	0%
CSc1ccc(-c2cccc([N+](=O)[O-])c2)nn1	28%	7%	-3%	-0.13	-0.28	0.054	-0.095	8%	-6.3%	7%	-4%	1%
O=C(O)c1cccc(CSc2nnc(COc3ccccc3)o2)c1	2%	-4%	-3%	0.49	-0.26	0.11	0.41	-1%	-3.2%	10%	16%	-4%
O=C(Nc1ccccc1)/C(=C\c1ccccc1)NC(=O)c1ccco1	5%	-7%	-2%	0.75	-0.22	0.48	-0.19	.	.	.	15%	-3%
CC1(C)CC(=O)C(C=NCCN2CCN(C3CC(=O)N(c4ccc(Br)cc4)C3=O)CC2)=C(O)C1 (stereo unspecified)	-7%	4%	-6%	1.5	0.9	1.1	-0.49	1%	-0.5%	5%	5%	25%
CS(=O)(=O)N(Cc1ccc(F)cc1)Cc1nc2ccccc2c(=O)[nH]1	1%	-1%	-3%	-0.43	-0.14	-0.25	0.99	-1%	-2.1%	5%	0%	4%
CC(C)(C)NCC(O)COc1ccccc1C(=O)CCc1ccccc1 (stereo unspecified)	-10%	6%	-10%	0.58	-0.24	0.14	0.42	-1%	-1.8%	2%	-10%	2%
COc1ccc(OC(C)C(=O)NC2CC(C)(C)NC(C)(C)C2)cc1 (stereo unspecified)	-1%	0%	-8%	-0.82	-0.27	-0.45	0.27	4%	-3.0%	13%	2%	3%
COc1ccc(-n2c(SCC(=O)NCC3CCCO3)nc3n[nH]c(C)c3c2=N)cc1 (stereo unspecified)	-4%	6%	-2%	-0.23	0.26	0.061	0.38	-3%	1.1%	0%	16%	-4%
CC(C)(C)C(=O)NC(=S)NCCc1ccccc1	-11%	3%	-9%	-0.54	-0.13	0.1	0.34	12%	-6.8%	13%	-4%	3%
CCOC(=O)C1=C(C)NC(SCC(=O)Nc2cc(C)on2)=C(C#N)C1c1cccs1 (stereo unspecified)	-2%	-2%	-4%	0.89	-0.17	0.49	1.1	3%	3.0%	15%	0%	4%
O=C(COc1ccccc1)NC(Cc1c[nH]c2ccccc12)C(=O)O (stereo unspecified)	6%	17%	-7%	-0.63	-0.17	-0.12	0.71	11%	-4.6%	10%	17%	7%
CCCCc1ccc(NC(=S)Nc2ccc(Nc3ccc(OC)cc3)cc2)cc1	-23%	5%	10%	-0.55	-0.0073	-0.37	0.066	8%	2.4%	12%	-2%	-4%
Cc1ccc(CSc2nnc(-c3ccncc3)n2N)cc1	-3%	7%	-11%	-0.65	-0.25	-0.36	1.5	.	.	.	3%	-2%
CCN(CC)CCOC(=O)c1ccc(NC(=O)c2cccc(C)c2[N+](=O)[O-])cc1	-5%	1%	-4%	-0.33	-0.29	0.62	-0.82	9%	-1.3%	3%	-5%	0%
Cc1ccc(SC(C)c2nc(-c3cccnc3)no2)cc1 (stereo unspecified)	0%	17%	2%	-0.15	-0.25	-0.27	-0.32	-4%	-9.2%	1%	7%	-6%
Cn1c(SC2CCCCC2=O)nnc1-c1ccncc1 (stereo unspecified)	-35%	-3%	-11%	0.5	-0.22	1.2	-0.62	1%	-2.0%	-3%	7%	1%
CC(C)Cn1cc(C(=O)NCCCN2CCCC2=O)c2c3ccccc3n(C)c2c1=O	-1%	6%	-3%	3	-0.16	1.7	-0.51	7%	-3.7%	14%	-20%	4%
COCCNC(=S)N1CCN(c2ccc(Cl)cc2)CC1	-2%	-2%	-6%	-0.68	-0.24	-0.43	0.53	0%	-2.2%	-1%	-1%	7%
CNC(=O)/C=C/c1cccc(C(F)(F)F)c1	8%	2%	-6%	-0.008	-0.14	0.07	-0.52	-4%	-0.1%	6%	-7%	5%
Cn1nnc(NC(=S)NC(=O)/C=C/c2ccco2)n1	3%	8%	-3%	-1.1	-0.23	-0.28	0.87	.	.	.	13%	1%
Cc1cc(/C=C2\SC(=S)NC2=O)c(C)n1-c1ccccc1	4%	12%	6%	0.5	-0.064	0.25	-0.47	.	.	.	3%	4%
COc1cccc(C(=O)N2CCN=C2SCc2cccnc2)c1OC	-4%	14%	-8%	-0.37	-0.24	-0.12	0.19	3%	-5.2%	-4%	7%	3%
O=C1CCc2cc(S(=O)(=O)N3CCCC3C(=O)NC3CCCCCCC3)ccc2N1 (stereo unspecified)	-3%	-2%	-9%	0.73	0.67	0.65	-2.2	0%	-1.2%	1%	2%	1%
Cn1c(Cn2c(=O)sc3ccccc32)nnc1SCC(=O)NCc1ccccc1Cl	15%	9%	-8%	0.36	-0.26	0.34	0.77	-4%	-11%	5%	1%	-2%
O=C(CNS(=O)(=O)c1ccccc1)OCC(=O)c1cccc([N+](=O)[O-])c1	10%	5%	4%	-0.1	-0.24	0.031	0.33	-9%	-8.3%	3%	1%	-2%
O=C(Cn1nnc2ccccc21)NNC(=O)c1ccccc1	5%	-1%	0%	1.2	-0.28	0.51	-0.69	.	.	.	-5%	-2%
O=C(CCc1nnc(CCc2ccccc2)o1)N1CCCCC1CCn1cccn1 (stereo unspecified)	2%	4%	-4%	-0.13	-0.29	0.23	0.86	.	-1.0%	.	5%	2%
COc1ccccc1-n1cc(C(=O)NCC(=O)N2CCN(Cc3ccccc3)CC2)c2ccccc2c1=O	10%	3%	-1%	-0.29	-0.26	-0.11	0.35	3%	-1.8%	-1%	0%	4%
O=C([C@H](Cc1ccccc1)NS(=O)(=O)c1ccc(Cl)cc1)N1CC[C@@]2(O)CCCC[C@H]2C1	2%	0%	1%	0.8	-0.2	0.39	-1.4	-1%	-5.6%	4%	7%	-4%
COc1cc(OC)c(OC)cc1CN1CCN(Cc2cccn2C)CC1	13%	7%	0%	0.56	-0.24	0.076	0.12	1%	-5.3%	-1%	17%	0%
CC1CN(C(=O)COC(=O)c2cc([N+](=O)[O-])ccc2Cl)CC(C)O1 (stereo unspecified)	-7%	3%	2%	-0.71	-0.12	-0.11	1.2	-10%	-6.5%	-13%	1%	3%
CCc1ccc(CN(C)Cc2nc(Cc3ccc(OC)c(OC)c3)no2)nc1	16%	3%	-9%	0.99	-0.22	0.4	-0.02	-16%	-9.2%	-17%	-4%	-4%
CCOC(=O)c1sc(=N)n(-c2ccc(OC)cc2)c1C	19%	16%	-2%	-0.17	-0.12	0.39	-0.21	6%	-0.8%	6%	9%	6%
CCN(CC)CCn1c(=S)[nH]c2ncccc2c1=O	-28%	3%	1%	0.49	0.15	0.48	0.12	10%	-7.8%	14%	2%	0%
CN(CCN1CCOCC1)Cc1nc(-c2ccc(Cl)cc2)no1	2%	9%	-7%	1.3	-0.25	0.64	-0.51	.	.	.	10%	-3%
Cc1ccc(CN2C(=O)N/C(=C\c3cccn3-c3cccc(C(=O)O)c3)C2=O)cc1	31%	12%	1%	1	-0.039	0.12	-0.54	3%	-2.4%	-22%	13%	3%
Cc1ccc(S(=O)(=O)NC(C)(C)CSc2nncn2C)cc1	1%	4%	0%	-1.4	0.049	-0.56	0.89	-6%	-1.5%	-3%	3%	1%
CCN(CC)C(=O)NC1CCCCCCC1	-6%	-4%	-8%	-0.86	-0.3	0.21	0.25	-11%	-7.7%	-7%	0%	3%
C/C(CC(=O)NC12CC3CC(CC(C3)C1)C2)=N\NC(=O)c1cnccn1	8%	6%	5%	0.52	-0.28	0.41	-0.5	-10%	-7.7%	-16%	2%	1%
CCOC(=O)Cc1c(C)nc(N)[nH]c1=O	-1%	1%	0%	-1.3	-0.34	-0.48	0.69	-6%	-2.0%	-3%	-4%	-3%
CCCc1nn2c(=O)c(C(c3ccc(C)cc3)c3c(O)nc4sc(CCC)nn4c3=O)c(O)nc2s1	?	3%	-11%	2.4	-0.19	0.72	-0.97	10%	-3.0%	9%	14%	-4%
CCOC(=O)Nc1ccc2c(c1)Nc1ccccc1S2	-8%	4%	0%	-0.12	0.026	-0.3	-0.1	42%	-4.7%	30%	7%	-1%
Cn1c(SCC(=O)Nc2cc(S(=O)(=O)N3CCOCC3)ccc2N2CCOCC2)nnc1-c1ccncc1	4%	2%	-2%	-0.019	-0.25	-0.11	0.32	-28%	-6.3%	-19%	-3%	8%
Nc1nc(Cl)cc(N2CCC(c3cc(-c4ccc(Cl)cc4Cl)n[nH]3)CC2)n1	-8%	2%	-1%	-0.0096	-0.21	-0.7	-0.42	7%	-2.5%	14%	-3%	6%
